High-throughput results as filed in PubChem.
Tau fibril ThT: tau fibrillization inhibition (ThT binding). P10636. recombinant tau K18 P301L, heparin-induced fibrillization, ThT fluorescence. Potency, µM (doses to about 57.4 µM), for the others: at the highest dose activity, negative = inhibition, most hits filed as inhibitors. actives 2.1% (n = 270,000). AID 1460; also: % is scaled to controls: 0 for no effect and ±100 for the full control effect; nearly all actives have a fitted effect of over 55% in size
Target sequence (P10636 561-689 P618L limits assumed): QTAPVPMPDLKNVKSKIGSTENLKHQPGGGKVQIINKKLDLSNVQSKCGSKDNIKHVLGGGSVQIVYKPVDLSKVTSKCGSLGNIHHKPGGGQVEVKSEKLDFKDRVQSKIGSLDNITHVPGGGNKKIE
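Tau K18 P301L fragment (15 uM unlabeled plus 0.24 uM Alexa 594-labeled) in 100 mM sodium acetate pH 7 with compound, fibrillization induced by 20 uM heparin for 6 hr at 37 C. Thioflavin T (30 uM) added, fluorescence read after 1 hr (ex 450, em 510 nm).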
Tau fibril FP: blocks human tau fibril formation measured by polarization | AID 1468 | K18 P301L tau heparin fibrillization, Alexa594 FP, 6 h | Potency, µM (titrated, usually from 57.7 µM), without a hit: at the top dose activity, negative = inhibition, usual class: inhibitors | P10636 | actives 0.39% (n = 280,000); also: % is scaled to controls: 0 for no effect and ±100 for the full control effect; nearly all actives have a fitted effect of over 55% in size
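Steps: dispense K18 P301L tau (15 uM plus 0.24 uM Alexa 594 tracer, final) in pH 7 sodium acetate; add compound; add heparin (20 uM final); incubate 6 hr, 37 C; add ThT (30 uM final); after 1 hr ambient, read FP.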
Tau fluor counter: counter-screen for tau fibril formation inhibitors. tau K18 P301L Alexa594 fluorescence, heparin fibrillization. Potency, µM (series often up to 57.7 µM), for inactives: at the highest dose activity change, negative = decrease. actives 0.93% (n = 280,000); also: % is scaled to controls: 0 for no effect and ±100 for the full control effect; nearly all actives have a fitted effect of over 55% in size
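Human tau K18 P301L (15 uM unlabeled, 0.24 uM Alexa 594-labeled) in 100 mM sodium acetate pH 7 with 20 uM heparin, 6 hr at 37 C. ThT 30 uM added, 1 hr ambient; Alexa 594 FP and total fluorescence read at 555/632 nm.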
HTT cytoprotect: protects HTT-Q103 PC12 cells, measured by ATP. PC12 HTT-Q103 induced, cytoprotection, ATP luminescence, 40 h. actives 0.14% (n = 230,000). AID 1471. Potency, µM (titrated, usually from 56.4 µM), for inactives: cytoprotection (ATP increase), usual class: activators;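 also: % of control where 0% means no effect; nearly all actives have a fitted effect of over 45% in size; toxic huntingtin expression switched on by the ecdysone agonist tebufenozide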
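Compounds were screened for protection of PC12 cells against cell death after tebufenozide induction (100 nM final) of mutant Huntingtin exon 1 (Q103) fused to GFP.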
KDM4E inh: JMJD2E (human) inhibition. B2RXH2. JMJD2E catalytic domain, FDH-coupled NADH fluorescence (FDH is formaldehyde dehydrogenase). Potency, µM (highest dose often 57.1 µM), for inactives: at the highest dose activity change, negative = inhibition, usual class: inhibitors. actives 1.6% (n = 230,000). AID 2147; active = well fitted inhibition curve with a large enough effect, not every such curve was filed as active; inconclusive = small, poorly fitted or top-dose-only effect, or another doubt; inactive = no such curve, though single readings can be large or run the other way;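 also: 0% = wells with enzyme and -100% = buffer wells without enzyme; nearly all actives have a fitted effect of over 50% in size; many of its hits are not listed in these tables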
Target sequence (B2RXH2 1-337 limits assumed): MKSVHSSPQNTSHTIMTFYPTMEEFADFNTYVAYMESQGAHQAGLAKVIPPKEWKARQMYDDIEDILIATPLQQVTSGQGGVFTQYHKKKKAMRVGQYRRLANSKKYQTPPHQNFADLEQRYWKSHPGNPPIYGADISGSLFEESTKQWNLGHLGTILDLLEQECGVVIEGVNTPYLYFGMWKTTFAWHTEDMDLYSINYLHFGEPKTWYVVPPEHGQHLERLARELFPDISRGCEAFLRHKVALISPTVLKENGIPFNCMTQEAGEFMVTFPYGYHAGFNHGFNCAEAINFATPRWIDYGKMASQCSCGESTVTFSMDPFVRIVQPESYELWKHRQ
SMN2 splice enh: increases expression of the SMN2 splice variant | HEK293 SMN2-luciferase splicing reporter, luminescence, 30-36 h | Potency, µM (doses to about 46.1 µM), for inactives: top-dose activity change, positive = activation, hits mostly activators | actives 2.8% (n = 210,000); also: % of control where 0% means no effect; nearly all actives have a fitted effect of over 55% in size
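qHTS luciferase splicing reporter: luminescence rises when SMN2 exon 7 is included in transfected HEK293 cells. Compound exposure lasted 30-36 h at 37C, with 4.5 mM final sodium butyrate as control, followed by a ONE-Glo read.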
HTT aggregate: inhibitors of mutant huntingtin aggregate formation in PC12 cells; actives 1.1% (n = 220,000); Potency, µM (top dose mostly 46.1 µM), inactives show at the highest dose activity change, negative = inhibition, actives largely listed as inhibitors; PC12 HttQ103-GFP aggregates, Acumen cytometry, 40 h; also: % is scaled to controls: 0 for no effect and ±100 for the full control effect; nearly all actives have a fitted effect of over 60% in size
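PC12 cells stably carrying ecdysone-inducible HTT exon 1 Q103–GFP were induced with tebufenozide (100 nM final) and treated with library compounds in titration. GFP aggregates in lysates were counted by laser scanning cytometry.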
ALDH1A1 inh: ALDH1A1 (human) enzyme inhibition; Purified ALDH1A1, NADH fluorescence, propionaldehyde substrate; Potency, µM (series often up to 75.3 µM), without a hit: at the top dose activity, negative = inhibition, hits mostly inhibitors; actives 7.3% (n = 220,000); active = well fitted inhibition curve with a large enough effect, not every such curve was filed as active; inconclusive = small, poorly fitted or top-dose-only effect, or another doubt; inactive = no such curve, though single readings can be large or run the other way;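 also: plate controls were no enzyme wells and a reference inhibitor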
Target sequence (P00352 whole entry, looked up): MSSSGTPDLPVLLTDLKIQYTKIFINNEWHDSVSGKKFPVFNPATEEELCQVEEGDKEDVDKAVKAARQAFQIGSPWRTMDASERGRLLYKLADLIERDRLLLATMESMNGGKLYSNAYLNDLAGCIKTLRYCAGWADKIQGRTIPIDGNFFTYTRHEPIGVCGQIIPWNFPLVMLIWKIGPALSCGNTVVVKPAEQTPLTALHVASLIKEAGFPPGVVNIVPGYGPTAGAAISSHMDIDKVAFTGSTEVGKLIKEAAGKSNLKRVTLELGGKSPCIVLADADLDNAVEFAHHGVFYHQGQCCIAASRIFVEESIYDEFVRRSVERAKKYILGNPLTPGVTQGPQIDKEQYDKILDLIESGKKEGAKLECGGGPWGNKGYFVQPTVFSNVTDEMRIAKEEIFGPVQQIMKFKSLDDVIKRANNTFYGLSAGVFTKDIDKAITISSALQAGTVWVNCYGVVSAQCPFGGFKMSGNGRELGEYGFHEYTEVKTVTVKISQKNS
An asterisk follows results filed as active; u = inconclusive; x = not tested or not shown; [ ] = remark or other dose. Unless noted, calls follow the shape of the dose curve; as a rule, active = well fitted curve in the direction sought with a large enough effect; inconclusive = small, poorly fitted or top-dose-only effect, or another doubt; inactive = no such curve, though single readings can be large; an effect the other way counts as inactive or inconclusive. Potency is read from the fitted curve at half-maximal effect. Some of the compounds tested; the hit share may differ from the screen's.

SMILES	Tau fibril ThT	Tau fibril FP	Tau fluor counter	HTT cytoprotect	KDM4E inh	SMN2 splice enh	HTT aggregate	ALDH1A1 inh
Cc1cccc(OCC(=O)Nc2nc3ccc([N+](=O)[O-])cc3s2)c1C	-15%	-1%	-19%	-34%	8%	-12%	5%	14%
O=C1CN(C(=O)c2ccc(S(=O)(=O)N3CCCC3)cc2)C(c2ccccc2)c2cc(Br)ccc2N1 (stereo unspecified)	-17%	-6%	-18%	x	x	15%	x	x
Cc1noc(C)c1C(=O)OCC(=O)Nc1ccc(C(N)=O)cc1	8%	8%	6%	-33%	8%	6%	3%	4%
COC(=O)c1cc(NC(=O)c2nccnc2C(=O)O)cc(C(=O)OC)c1	-16%	0%	-8%	7%	u	-9%	2%	-7%
COc1ccc(/C=c2/sc3n(c2=O)NC2(c4ccccc4)N(C)C(=O)N(C)C2(c2ccccc2)N=3)cc1 (stereo unspecified)	-13%	-4%	-5%	7%	-3%	-27%	9%[9.22 µM]	13%
c1ccc(CN2CCN(c3nc(-c4ccccn4)nc4ccccc34)CC2)cc1	-5%	-6%	-5%	-49%[inhibitor]	-7%	-31%[inhibitor]	-25%	u
Cc1ccc(S(=O)(=O)Nc2cccc(-c3cn4ccsc4n3)c2)cc1	6%	-10%	u	-24%	-2%	u	-10%	16µM*
Cn1nnc2cc(NC(=O)N3CC4(C)CC3CC(C)(C)C4)ccc21 (stereo unspecified)	-7%	1%	0%	1%[0.074 µM]	u	u	7%	u
COC(=O)CSc1nc2ccc(NC(=O)CSc3nnnn3Cc3ccccc3)cc2s1	u	u	u	-18%	-2%	-10%	0%	4.5µM*
O=C1NC(=S)S/C1=C/c1ccc(Oc2cnccn2)cc1	u	10%	2%	x	3%	1%	-12%	u
Cc1cccc2cc(COC(=O)c3cccc([N+](=O)[O-])c3)c(=O)[nH]c12	-12%	-11%	-18%	13%[10 µM]	4%	x	-2%[9.22 µM]	x
COc1cccc(NC(=O)C(OC(=O)c2ccc([N+](=O)[O-])o2)c2ccccc2)c1 (stereo unspecified)	-11%	9%	u	x	-19%	-1%	-14%	22µM*
COC(=O)c1cc(N=Nc2c(C)[nH]c3ccccc23)cc(C(=O)OC)c1	u	2%	u	3%[10 µM]	4%	x	-27%[9.22 µM]	x
CC(=O)c1cc(F)ccc1OCC(=O)N1CCN(c2ccc(F)cc2)CC1	-13%	8%	-9%	-13%	-6%	-8%	u	25µM*
Cc1ccc(NC(=O)CSc2nnc(C3CCCCC3)n2N)cc1F	-5%	1%	-17%	5%	-5%	-14%	-31%	-3%
COc1ccc(N(Cc2cc3cc(OC)ccc3[nH]c2=O)C(=O)c2cccc(Cl)c2)cc1	-2%	-1%	-5%	x	x	0%	x	x
COC(=O)c1ccccc1NC(=O)CSc1nccn1C	7%	-9%	-8%	10%	-15%	4%	-1%	-10%
O=C(COc1ccccc1)Nc1sc2c(c1C(=O)Nc1ccccc1Cl)CCCCC2	-1%	-8%	-6%	x	x	-3%	x	x
CCc1nc2ccc(C(=O)NCc3ccccc3)cc2nc1CC	-6%	5%	-8%	-18%[10 µM]	-11%	-19%	2%[9.22 µM]	-9%
O=C(/C=C/c1ccccc1)N1CCC[C@H]1CO	-3%	4%	-2%	x	1%	-8%	-18%	2%
O=C(O)CCCCCN1C(=O)C(O)=C(C(=O)/C=C/c2ccccc2)C1c1cccc([N+](=O)[O-])c1 (stereo unspecified)	-2%	-3%	4%	-7%	-17%	6%	28%	-2%
O=C(COC(=O)c1ccc([N+](=O)[O-])s1)NC(c1ccccc1)c1ccccc1	-9%	6%	u	x	6%	1%	-7%	22µM*
Cc1ccc(OCc2cn3cccnc3n2)cc1	9%	1%	9%	-3%[10 µM]	4%	8.9µM*	-21%	-8%
CN=C(Nc1ccc(C(=O)OC)cc1)SC1CC(=O)N(c2ccccc2F)C1=O (stereo unspecified)	-4%	0%	-15%	10%[10 µM]	-1%	-18%	u	9%
Cc1ccc(NC(=S)N(CCCN2CCCC2)Cc2cccn2Cc2ccc(Cl)cc2)cc1Cl	u	0%	u	-156%[inhibitor]	-13%	-66%[inhibitor]	u	u
O=C(CN1CCN(S(=O)(=O)c2cc(Cl)ccc2Cl)CC1)Nc1ccc2c(c1)OCCO2	-14%	5%	-30%	3%[10 µM]	-1%	-9%	-8%	8.9µM*
O=S(=O)(NCCSc1ccccn1)c1ccc(Cl)cc1	-3%	2%	-10%	x	5%	-1%	4%	-15%
COC(=O)CN1C(C)=Nc2ccc(C)cc2C1c1ccccc1 (stereo unspecified)	-9%	2%	-8%	-8%[10 µM]	-4%	x	2%[9.22 µM]	11%
N#C/C(=C\c1ccc(N2CCCCC2)o1)C(N)=O	u	9%	0%	-6%[10 µM]	-20%	x	5%[9.22 µM]	-11%
COc1ccc(Cl)cc1C(=O)NCC(c1ccco1)N1CCCC1 (stereo unspecified)	-10%	5%	-7%	-9%[10 µM]	-1%	-2%	-7%	1%
O=C(NCc1ccccc1)c1ccc(Cl)cc1[N+](=O)[O-]	0%	-3%	4%	24%	2%	-2%	-7%	7%
O=C(NC(=S)Nc1ccc(Cl)cn1)C(c1ccccc1)c1ccccc1	-10%	u	u	-13%	3%	0%	u	u
COc1cc(C2N(c3cc(C)on3)C(=O)C3CCCN32)cc(OC)c1OC (stereo unspecified)	11%	-1%	4%	-22%	-2%	9%	-4%	5%
O=C(NCc1cccc(Cl)c1)C1CCCO1 (stereo unspecified)	5%	-3%	-2%	x	-4%	21%	1%	12%
CCCc1c(C(=O)Nc2cc(C)on2)cnn1-c1ccccc1	-6%	14%	0%	14%[10 µM]	-13%	x	-4%[9.22 µM]	18µM*
Cc1coc2cc3oc(=O)c(CCC(=O)NCc4ccc(Cl)cc4)c(C)c3cc12	-4%	-4%	-11%	x	x	-5%	x	x
O=C(c1ccccc1C(=O)N(c1ccccc1)c1ccccc1)N1CCCCC1	4%	-1%	0%	x	-6%	-7%	15%	-9%
COc1ccc(-c2cn3ccc(C)cc3n2)cc1	x	-5%	-11%	-82%[inhibitor][10 µM]	u	x	7%[9.22 µM]	x
OCC1CCCCN1C(=S)NCc1ccco1 (stereo unspecified)	-2%	14%	5%	-12%	-6%	x	-8%	7%
CCN(CC)CCCNC(=O)c1nn(-c2ccc(OC)cc2OC)c(=O)c2ccccc12	-1%	4%	2%	-9%	2%	21%	12%	8%
CC(C)OC(=O)CSc1nnc(-c2cccnc2)n1Cc1ccccc1	-2%	-1%	4%	-18%[10 µM]	5%	-7%	-4%	6%
C=CCn1c(N)cc(=O)nc1SCC(=O)Nc1ccc(C)cc1	0%	-4%	-2%	-15%	-7%	-4%	2%	7%
Cc1ccc(N2C(=O)c3ccccc3C2(O)c2ncc[nH]2)cc1 (stereo unspecified)	-6%	-1%	-2%	0%	7%	-7%	-10%	-15%
Cc1ccc(Nc2nnns2)cc1C	u	-8%	-8%	-32%	-5%	6%	5%	4µM*
Cn1c(C(=O)c2ccncc2)cc2ccccc21	u	3%	-13%	9%[10 µM]	-1%	x	18%[9.22 µM]	x
COc1ccccc1-n1c(N)c(C(N)=O)sc1=S	5%	-5%	3%	-12%	3%	8%	-11%	28µM*
O=C(C1=C(O)C(=O)N(CCCN2CCOCC2)C1c1ccncc1)c1cc2ccccc2o1 (stereo unspecified)	-4%	-5%	-2%	16%[10 µM]	-17%	-6%	24%	14µM*
COc1cc(OC)c(OC)cc1/C=N/NC(=O)CC1C(=O)NN=C1C (stereo unspecified)	-25%	-8%	-19%	-6%[10 µM]	u	5%	-29%	u

Entries of single compounds as entered above.
Results for Cn1c(C(=O)c2ccncc2)cc2ccccc21 = Tau fibril ThT: u; Tau fibril FP: 3%; Tau fluor counter: -13%; HTT cytoprotect: 9%[10 µM]; KDM4E inh: -1%; SMN2 splice enh: x; HTT aggregate: 18%[9.22 µM]; ALDH1A1 inh: x
Results for C=CCn1c(N)cc(=O)nc1SCC(=O)Nc1ccc(C)cc1 = Tau fibril ThT: 0%; Tau fibril FP: -4%; Tau fluor counter: -2%; HTT cytoprotect: -15%; KDM4E inh: -7%; SMN2 splice enh: -4%; HTT aggregate: 2%; ALDH1A1 inh: 7%

Remaining list, next part
SMILES	Tau fibril ThT	Tau fibril FP	Tau fluor counter	HTT cytoprotect	KDM4E inh	SMN2 splice enh	HTT aggregate	ALDH1A1 inh
CCN1C(=O)C(CC(=O)Nc2ccc(OC)cc2)N(CCc2ccc(OC)cc2)C1=S (stereo unspecified)	-10%	u	u	-121%[inhibitor]	-7%	0%	u	2.2µM*
Cc1nc(Cl)cc(CS(=O)(=O)c2ccc(Cl)cc2)n1	-1%	1%	4%	-49%[inhibitor]	-3%	-4%	11%	20µM*
Cc1cccc(C)c1Nc1c(-c2ccc(Cl)s2)nc2ncccn12	u	12%	u	x	x	-9%	x	x
COc1cc(OC)c(NC(=O)/C=C/C(=O)O)cc1Cl	u	-5%	-17%	21%[10 µM]	u	x	13%[9.22 µM]	-1%
O=C(/C=C/c1cccc([N+](=O)[O-])c1)NCCN1C(=O)S/C(=C\c2cccnc2)C1=O	u	0%	-15%	-23%	6%	-23%	-19%	u
CC(C)CSc1nsc(N)n1	-19%	-5%	-11%	-7%	8%	20%	-8%	12%
CCCCC(=O)Nc1ccc(C(=O)NCc2ccncc2)cc1	4%	8%	3%	-5%[0.074 µM]	4%	-10%	u	3%
COC(=O)c1c(NC(=O)CSc2nc3nc(C)cc(C)n3n2)sc(C)c1C	-2%	-2%	5%	12%[10 µM]	-3%	-13%	12%	-4%
Cc1cc(Nc2ccccc2)nc(N)n1	1%	2%	2%	-4%	0%	-3%	-17%	12%
CC1CCCC(C)N1CC(O)COc1ccc(Cl)cc1 (stereo unspecified)	-1%	0%	-6%	8%	2%	-10%	5%	u
CCNC(=S)NNC(=O)c1cccn(Cc2ccc(Cl)cc2)c1=O	-4%	-6%	-6%	-15%	u	-8%	9%	-10%
